SRC3 inh: inhibits human SRC3 coactivator | Q9Y6Q9 | HEK293 GAL4-SRC3 luciferase reporter, luminescence | inhibition, % at 3.6 µM | actives 0.17% (n = 360,000) | AID 588352;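 active = inhibition above a per-campaign cutoff, the mean of all compounds plus 3 SD, cut at about 60% in these data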;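 also: 0% = DMSO-treated cells and 100% = gossypol-treated cells at 36 µM; higher means less SRC3-driven luciferase light from the GAL4 reporter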
Target sequence (Q9Y6Q9 whole entry, looked up, the tested form may be a part): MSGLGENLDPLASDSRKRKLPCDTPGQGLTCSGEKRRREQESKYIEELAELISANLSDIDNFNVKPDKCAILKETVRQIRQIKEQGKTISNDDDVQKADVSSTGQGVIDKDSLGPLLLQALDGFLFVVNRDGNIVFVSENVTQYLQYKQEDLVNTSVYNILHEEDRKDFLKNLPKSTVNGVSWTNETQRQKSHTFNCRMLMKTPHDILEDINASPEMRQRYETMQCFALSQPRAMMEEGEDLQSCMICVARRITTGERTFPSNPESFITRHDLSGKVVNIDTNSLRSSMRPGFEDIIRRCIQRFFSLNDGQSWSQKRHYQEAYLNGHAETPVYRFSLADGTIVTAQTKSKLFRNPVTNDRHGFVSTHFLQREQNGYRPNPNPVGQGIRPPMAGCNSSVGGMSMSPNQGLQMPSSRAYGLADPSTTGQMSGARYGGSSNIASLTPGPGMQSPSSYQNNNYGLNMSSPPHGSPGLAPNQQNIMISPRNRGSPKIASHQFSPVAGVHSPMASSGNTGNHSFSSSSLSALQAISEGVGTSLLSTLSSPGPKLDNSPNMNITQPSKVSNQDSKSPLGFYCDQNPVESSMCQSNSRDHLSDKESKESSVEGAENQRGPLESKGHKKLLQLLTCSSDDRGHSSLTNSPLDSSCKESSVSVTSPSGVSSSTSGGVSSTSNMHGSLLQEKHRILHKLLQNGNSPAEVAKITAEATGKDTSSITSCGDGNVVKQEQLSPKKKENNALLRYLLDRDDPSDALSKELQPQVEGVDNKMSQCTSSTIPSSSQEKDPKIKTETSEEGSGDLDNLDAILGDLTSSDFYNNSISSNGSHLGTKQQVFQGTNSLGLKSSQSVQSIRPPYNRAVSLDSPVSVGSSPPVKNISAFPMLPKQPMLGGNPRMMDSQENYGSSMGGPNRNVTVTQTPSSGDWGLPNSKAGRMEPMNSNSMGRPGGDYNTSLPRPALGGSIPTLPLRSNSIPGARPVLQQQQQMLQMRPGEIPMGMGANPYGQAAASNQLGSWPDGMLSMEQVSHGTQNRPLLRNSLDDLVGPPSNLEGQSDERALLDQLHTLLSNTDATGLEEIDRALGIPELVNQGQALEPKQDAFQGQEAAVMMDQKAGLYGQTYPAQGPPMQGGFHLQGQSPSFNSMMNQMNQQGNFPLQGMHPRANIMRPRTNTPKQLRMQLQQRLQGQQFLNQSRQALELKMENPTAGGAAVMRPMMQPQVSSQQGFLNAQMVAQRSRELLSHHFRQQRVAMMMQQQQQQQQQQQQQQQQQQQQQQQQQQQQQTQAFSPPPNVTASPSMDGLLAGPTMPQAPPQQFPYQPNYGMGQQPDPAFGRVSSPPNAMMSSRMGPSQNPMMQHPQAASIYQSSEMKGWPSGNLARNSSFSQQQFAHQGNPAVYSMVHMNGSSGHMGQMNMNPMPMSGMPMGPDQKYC
TWEAK Fn14 block: inhibitors of TWEAK-Fn14 interaction signaling; TWEAK-stimulated Fn14 reporter cells, luciferase luminescence, 8 h; inhibition, % at 10 µM; actives 2% (n = 360,000); AID 1159606; in the data active = inhibition above about 50%
TROY NFkB inh: TROY signaling inhibition; Q293 LMP1-TROYcd NF-kB luciferase reporter, 4 h; inhibition, % at 10 µM; actives 0.98% (n = 360,000); AID 1347056;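 active = compounds whose plate-normalised and pattern-corrected inhibition of the luciferase reporter signal at the single screening dose is 50% or more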
NR2F2 inh: NR2F2 (human) inhibition, primary screen; P24468; HEK293T NGFI-A luciferase reporter, luminescence; inhibition, % at 8.6 µM; actives 0.7% (n = 370,000); AID 686940;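 active = inhibition above a per-plate cutoff, mean inhibition of test wells between control levels plus 3 SD, cut at about 38% in these data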;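 also: cells cotransfected with COUP-TFII expression vector driving the NGFI-A reporter; 0% = median of COUP-TF2 test wells and 100% = reporter-only cells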
LRH-1 inv ag: inverse agonists of human LRH-1 (NR5A2). O00482. HEK293T StAR-luciferase reporter, LRH-1 transfected, 24 h. inhibition, % at 3.6 µM. actives 0.13% (n = 360,000). AID 602396;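 active = inhibition above the mean inhibition of all tested compounds plus 3 SD, cut at about 73% in these data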;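 also: 0% = DMSO wells and 100% = reporter-only cells lacking LRH-1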
Shn3 inh set2: reduces Shn3 3'UTR luciferase signal in osteoblasts; Clone20 osteoblast Shn3 3'UTR firefly luciferase, 24 h; inhibition, % at 12.5 µM; actives 0.52% (n = 360,000);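 active = mean inhibition of at least 75% with every replicate also reaching 75%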;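 also: 0% = median of neutral control wells and 100% = pilot-screen positive control compound; some compounds past the cut are filed as inactive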
C8 TRAIL sens: sensitizes caspase-8 expressing cells to TRAIL; NB7+C8 cells + TRAIL, ATPlite viability luminescence; inhibition (viability loss, TRAIL sensitization), % at 10 µM; actives 1% (n = 360,000); AID 624354;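 active = compounds causing at least 50% loss of cell viability in the single-dose screen, relative to plate controls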
KKLEB tox: counter-screen for CF NF-kB inhibitors: cytotoxicity; actives 0.36% (n = 360,000); KKLEB CF airway cells viability, ATPlite luminescence, overnight; active compounds read low; cells stimulated with P. aeruginosa culture filtrate; activity change (cytotoxicity), % at 5 µM; AID 602141;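 active = corrected activity change at or below -50% at 5 µM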
CF NFkB block: inhibitors of cystic fibrosis induced NF-kB; actives 0.86% (n = 360,000); inhibition, % at 5 µM; KKLEB NF-kB-GFP reporter, PAF-induced, GFP fluorescence overnight;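 active = at least 50% inhibition at 5 µM, scaled per plate between neutral and stimulator controls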;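 also: PAF is a Pseudomonas aeruginosa culture filtrate used as stimulus; plate controls were PAF-stimulated DMSO wells for no effect and unstimulated DMSO wells for full effect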
LMP1 NFkB inh: inhibitors of Epstein-Barr LMP1-induced NF-kappaB reporter | LMP1-induced NF-kappaB luciferase reporter cells, luminescence | inhibition, % at 12.5 µM | actives 0.69% (n = 350,000) | AID 504558; in the data active = inhibition above about 41%;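 also: 0% = neutral control wells and 100% = reference inhibitor control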
NCOA1 inh: inhibitors of human steroid receptor coactivator 1 (SRC1); inhibition, % at 3.6 µM; HEK293 GAL4-SRC1 luciferase reporter, luminescence; AID 588354; actives 0.12% (n = 360,000); Q15788;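 active = inhibition above the campaign mean plus 3 SD, with each screening campaign given its own cutoff, cut at about 60% in these data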;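 also: 0% = DMSO treated cells and 100% = gossypol at 36 µM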
* marks the source's active call; other numbers are inactive results; / = not tested or not shown.

SMILES	SRC3 inh	TWEAK Fn14 block	TROY NFkB inh	NR2F2 inh	LRH-1 inv ag	Shn3 inh set2	C8 TRAIL sens	KKLEB tox	CF NFkB block	LMP1 NFkB inh	NCOA1 inh
CNC(=O)NC(=O)CSc1nnc(-c2ccc(F)cc2)n1CC1CCCO1 (stereo not drawn)	6	-8	-4	-4	-10	-3	2	21	-1	-6	-1
O=C(NC(=S)Nc1ccccc1N1CCOCC1)c1cccs1	11	6	-3	-7	20	0	0	-2	-1	0	0
CN(c1ccccc1)S(=O)(=O)c1cccc(NC(=O)c2cc(=O)c3ccccc3o2)c1	10	51*	49	20	9	35	14	9	3	5	-2
COc1ccc(NC(=O)CSCC(=O)Nc2cc(Cl)ccc2N2CCOCC2)cc1	-9	0	-6	-2	-1	-2	-7	-8	9	-2	-13
COC(=O)c1ccc(N2Cc3ccccc3/C2=N\C(=O)Nc2ccccc2)cc1	4	-12	-43	-8	-4	-5	-3	-17	24	4	-12
O=c1c(-c2nn[nH]n2)coc2ccc(Cl)cc12	20	-12	19	4	-2	-10	4	-14	-11	3	-18
O=C1/C(=C/c2ccccc2)SC(=S)N1CCCC(=O)N1CCCCC1CCO (stereo not drawn)	10	1	-14	-13	7	-44	20	-16	26	-1	4
O=C(Cc1ccccc1)NCc1n[nH]c(=S)n1-c1ccccc1	-2	-16	-2	20	-3	9	2	-1	16	-6	-14
COc1ccc(S(=O)(=O)N(C)C[C@H]2Oc3ccc(NC(=O)NC(C)C)cc3C(=O)N([C@H](C)CO)C[C@@H]2C)cc1	-4	-10	-9	6	21	-2	-6	18	-13	-7	9
N#Cc1ccc(OCC(O)CS(=O)(=O)c2ccccc2)cc1 (stereo not drawn)	-5	1	17	-17	4	4	27	1	-7	0	11
COc1ccc(-c2nc3n(c2Br)CCC3)cc1	-64	0	-62	-29	-134	-28	16	-8	-13	-4	-91
O/N=C1/CCc2cccc3cccc1c23	8	26	-5	-1	-12	17	-4	-8	49	-11	10
OC[C@H]1O[C@@H](O[C@@H]2[C@@H](CO)O[C@@](O)(CO)[C@H]2O)[C@H](O)[C@@H](O)[C@H]1O	4	7	-2	-6	15	1	-4	-17	-11	6	3
CC(C)[C@H](NC(=O)NCCc1ccc(F)cc1)C(=O)O	16	3	-24	2	3	-4	-5	7	-4	2	-7
Cc1ccc(N2CC(C(=O)NC3CCC(C)CC3)CC2=O)cc1 (stereo not drawn)	16	-3	0	-14	-10	1	-7	8	2	2	1
Cc1ccnc2nc(C(=O)OCC(=O)NC(=O)NCc3ccco3)nn12	12	17	-18	8	8	-8	-1	8	-7	3	-12
O=C(O)c1ccccc1	-8	0	9	-5	-10	6	-14	0	27	0	8
Cc1cc(C)cc(OCc2ccc(C(=O)NN)o2)c1	18	-1	-29	3	-4	-4	1	15	-20	3	-12
CC(=O)c1cccc(S(=O)(=O)NCCC(=O)O)c1	15	10	-8	8	-13	11	-6	6	-4	-3	-5
CCOC(=O)C1=C(O)/C(=C/c2cn(CC(=O)N3CCCC3)c3ccccc23)SC1=Nc1ccccc1	5	5	-3	/	4	-13	0	4	4	13	-9

2 entries from above, bar-delimited.
compound | SRC3 inh | TWEAK Fn14 block | TROY NFkB inh | NR2F2 inh | LRH-1 inv ag | Shn3 inh set2 | C8 TRAIL sens | KKLEB tox | CF NFkB block | LMP1 NFkB inh | NCOA1 inh
COc1ccc(-c2nc3n(c2Br)CCC3)cc1 | -64 | 0 | -62 | -29 | -134 | -28 | 16 | -8 | -13 | -4 | -91
O/N=C1/CCc2cccc3cccc1c23 | 8 | 26 | -5 | -1 | -12 | 17 | -4 | -8 | 49 | -11 | 10

Following part.
SMILES	SRC3 inh	TWEAK Fn14 block	TROY NFkB inh	NR2F2 inh	LRH-1 inv ag	Shn3 inh set2	C8 TRAIL sens	KKLEB tox	CF NFkB block	LMP1 NFkB inh	NCOA1 inh
O=C(Nc1ccnc(-c2ccncc2)n1)c1ccc(F)cc1	9	0	-1	-11	5	2	1	11	-11	-4	8
CSc1ncc(CN2CCC(C(=O)Nc3cccc(-c4cscn4)c3)CC2)cn1	-6	0	8	10	22	13	19	14	4	13	6
Cc1nc2scc(C)n2c(=O)c1S(=O)(=O)Nc1ccc(N2CCN(S(C)(=O)=O)CC2)cc1	-5	-5	5	8	10	52	16	2	9	-7	9
Cc1ccc2nc(Cl)c(CN(C(=O)c3cnccn3)C3CCCCC3)cc2c1	-1	-19	-21	-8	-21	26	-18	-9	0	-20	12
COc1ccc(CN(C)C(=O)CNC(=O)c2sc3ccccc3c2Cl)c(OC)c1	-3	9	0	14	-16	-2	4	-2	-2	15	2
Fc1ccc(NC(=S)NCCN2CCOCC2)c(F)c1F	3	18	30	-1	-19	-1	-4	3	5	3	-5
O=C(O)CSc1cccc2cccc(C(=O)O)c12	0	2	-4	-18	2	-10	6	9	4	-5	9
O=C(NC1CCN(S(=O)(=O)c2cccc([N+](=O)[O-])c2)CC1)C1CCCCC1	-2	4	5	-6	-5	8	-1	-9	8	-2	2
O=c1c(O)c(-c2ccccc2)oc2cc(O)cc(O)c12	0	55*	-18	-2	-80	-55	-12	6	60*	-10	-3
O=C(NN=Cc1ccccc1O)C1CC1	0	19	-2	-16	-22	20	11	1	-2	-9	-12
Cc1cccc(NC(=O)[C@@H]2CCCN2C(=O)OC(C)(C)C)c1	-2	4	17	10	-4	4	-11	-16	19	-4	8
Cc1ccc(Oc2ccc(OCC(=O)NC3CCS(=O)(=O)C3)cc2)cc1 (stereo not drawn)	20	17	31	26	21	47	1	-7	-1	16	-14
CCc1ccccc1NC(=O)C1CCN(S(=O)(=O)c2ccc(N3CCCC3=O)cc2)CC1	-4	21	-8	22	-9	-6	-6	-3	4	-2	1
CN(C)C(CNS(=O)(=O)c1ccc(F)cc1)c1cccnc1 (stereo not drawn)	-26	-1	7	16	2	-4	-12	13	-6	-5	4
C[C@H]1CN([C@@H](C)CO)S(=O)(=O)c2ccc(Br)cc2O[C@@H]1CN(C)Cc1ccccc1	-8	-14	1	-2	3	-2	3	-17	7	2	-11
CCOC(=O)[C@H]1[C@H]2COc3ccccc3[C@@H]2N2C(=O)CN(Cc3ccc(C)cc3)C(=O)[C@@]12C	-5	-1	-9	5	-19	0	-11	-4	14	-10	1
CCN(C[C@H]1N[C@@](CC)(C(=O)OC)[C@H]2C(=O)N(C)C(=O)[C@@H]12)C(=O)COC	13	9	2	6	-21	0	-8	-6	1	2	-8
Cc1cc(N)n2nc(C)c(-c3ccc(Cl)cc3)c2n1	7	8	-9	-4	10	7	-13	-19	3	-9	-10
Cc1ccc(NC(=O)C2C3C=CC4(O3)C2C(=O)N(CCCN2CCCC2)C4C(=O)NC2CCCCC2)cc1Cl (stereo not drawn)	0	17	-29	-8	-9	0	0	-2	-6	1	16
Cc1ccccc1N1CCN(C2CCCN(C(=O)c3cc(CC(C)C)nn3C)C2)CC1 (stereo not drawn)	15	-5	-3	12	-6	3	12	20	-9	1	4
CSCC[C@H](NC(=O)[C@@H]1Cc2ccccc2CN1)C(=O)NC1CCCC1	-7	-2	-6	-6	2	7	-15	-10	21	-1	-9
CCC(Cc1ccccc1)NC(=O)c1cc(S(=O)(=O)N2CCCCC2)c[nH]1 (stereo not drawn)	10	0	6	-2	-16	-7	7	-14	-11	-4	-4
CCOc1ccc(CCN2C(=O)C(=O)N([C@@H](Cc3ccccc3)CN3CCC[C@H]3CN3C(=O)C(=O)NC[C@@H]3Cc3ccc(O)cc3)C[C@@H]2Cc2ccc(O)cc2)cc1	/	3	8	-3	17	/	-6	/	/	/	/
COC(=O)[C@]1(Cc2ccccc2)N[C@H](CN(C)S(=O)(=O)c2ccc(-c3ccccc3)cc2)[C@@H]2C(=O)N(Cc3ccccc3)C(=O)[C@@H]21	-4	-1	-7	-12	-30	4	4	-2	-2	1	-16
CCCCN(C)C(=O)c1cn(C)c2ccc(S(=O)(=O)N(C)C)cc2c1=O	-12	11	-8	-2	2	18	1	-7	23	-7	-12
O=C(c1cccc(S(=O)(=O)N2CCN(c3ccccc3)CC2)c1)N1CCN(c2ccccc2O)CC1	-4	11	5	-2	-3	14	-11	-2	12	2	2
Cn1ncc(Br)c1NC(=O)Nc1ccccc1	-1	-11	-10	/	-12	-1	-13	-4	2	-2	-5
O=C(NC(=S)Nc1ccccc1)c1cc(-c2ccccc2)nc2ccccc12	5	1	4	7	12	-2	-5	-2	9	-3	-13
COc1ccccc1-c1cc(C(F)(F)F)nc(N2CCOCC2)n1	-10	3	6	1	7	7	-6	2	3	5	8
CCOC(=O)C[C@H]1c2cc(F)ccc2S(=O)(=O)N1C(C)(C)C	4	-10	3	-4	7	-7	-9	-20	16	3	8
O=C(NCc1ccccc1)C1(CC2CC(c3ccccc3)=NO2)CCNCC1 (stereo not drawn)	-7	-17	-25	-1	-39	-4	-25	-8	-9	-8	-7
O=C(NCc1ccccn1)c1cccc([N+](=O)[O-])c1	2	0	-1	5	-6	3	4	4	2	1	6
Cc1nnc(SCC(=O)Nc2cccc(C(F)(F)F)c2)[nH]c1=O	18	-1	5	-10	2	55	3	-1	-4	-1	7
Cc1ccc(C)c(NC(=S)NCc2ccc3[nH]c4c(c3c2)CCCC4)c1	16	-8	-16	14	18	12	-1	31	-26	1	9
CCOC(=O)NC(=O)CSc1ccc(S(=O)(=O)N(C)C2CCCCC2)cn1	0	0	16	4	-9	-11	-13	-2	12	-2	2
COc1ccc2c(n1)Sc1nc3ccccc3nc1N2	-96	-3	-18	29	-147	-39	77*	8	-93	-71	-105
CCOC(=O)c1cc(-c2ccccc2)nn1Cc1cc(C)no1	-39	-22	-46	-25	-4	-40	6	-23	27	-16	-51
Cc1ccc2c(c1)N(CC(=O)NCCCN1CCCCC1)C(=O)CO2	-19	0	-3	-19	10	5	4	2	4	-5	5
CC1=C(C(=O)N2CCCCCC2)CC(CC(=O)NC2CCCCC2)C(=O)N1Cc1ccc(F)cc1 (stereo not drawn)	/	17	20	11	-42	/	2	/	/	/	/
Cc1nc(N2CCN(c3ccccn3)CC2)c2c(C)c(C(=O)Nc3ccc(Cl)cc3)sc2n1	-13	26	23	-9	-9	5	30	-10	17	26	-9
CC(=O)Oc1ccc(N2C(=O)C3C4C=CC(C5CC45)C3C2=O)cc1[N+](=O)[O-] (stereo not drawn)	22	-2	-17	-7	18	-26	2	7	-8	12	-9
Cc1ccc(OCCSc2ncnc3sc(C)c(C)c23)cc1C	-5	6	-8	10	-4	8	-16	-2	7	1	-8
COc1ccc(CNc2nc(S(=O)(=O)c3ccccc3)c(Cl)s2)cc1OC	14	70*	46	21	8	29	27	-11	19	19	-14
O=[N+]([O-])c1cn(-c2nc(-c3ccco3)cc(C(F)(F)F)n2)cn1	6	0	-1	-3	5	3	-3	0	-20	3	6
CC(=O)c1cccc(NC(=O)CCNC(=O)c2ccccc2Cl)c1	3	-8	-1	-24	9	-1	-11	0	8	-3	-14
CC1CCCCC1NC(=O)NC(=O)COC(=O)C1=NN(c2ccccc2)C(=O)CC1 (stereo not drawn)	0	18	-17	-2	-11	3	1	14	0	-8	-6
CCOC(=O)c1c(C)[nH]c(C)c1S(=O)(=O)NCc1ccc(OCC)cc1	-2	-19	-1	18	-20	9	-13	1	-17	5	-7
Cc1cccc(-c2noc(Cc3ccc(Cl)cc3)n2)c1	-24	-22	-35	-11	-36	-97	-7	-2	-3	-35	-41

Source: PubChem (several laboratories)

A portion of the library, so the mix of outcomes need not match the whole.
